# High-throughput results deposited in PubChem BioAssay by several laboratories.
# proKLK7 act – activates the human kallikrein-7 zymogen | P49862 | activation, % at 7 µM | purified proKLK7, EDANS-DABCYL substrate fluorescence; 100% is mature enzyme control, 0% vehicle | 0.9% of 370,000 active | AID 652039;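 active means activation above the mean of all tested compounds plus 3 SD, computed per campaign excluding outliers beyond control limits, cut at about 13% in these data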
# ARFGAP1 inh – rat ARFGAP1 inhibition. Q62848. Arfgap1-stimulated ARF1 GTP hydrolysis, GDP FP detection. inhibition, % at 16.5 µM. 0.26% of 360,000 active;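 active means inhibition above a per-plate limit, mean inhibition of low control wells plus 3 SD, cut at about 25% in these data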;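 further: 0% = DMSO wells with enzyme and 100% = wells lacking Arfgap1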
#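 material = rat Arfgap1 catalytic domain, aa 1-136 | also added = human ARF1(Δ1-17)-GTP substrate | compound dosing = one concentration, 16.5 µM, DMSO 1.26% | times = GTP hydrolysis reaction 2 h at 25 °C | measured by = FP, GDP Alexa 633 tracer displaced from anti-GDP antibody, 620/688 nm | evaluation = percent inhibition of Arfgap1-stimulated GTP hydrolysis | replication = single well per compound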
# FXN GAA850 act – activators of GAA850 frataxin (FXN) promoter; HEK293 lucGAA850 FXN promoter luciferase reporter, 24 h; percent of 10 µM SAHA response; activation, % at 6 µM; 0.56% of 360,000 active; AID 540364;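 active means activation above the average of all compounds screened plus 3 SD, cutoff fixed separately per campaign, cut at about 7.5% in these data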;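 further: 0% = DMSO wells and 100% = 10 µM SAHA wells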
# Tn6 DDE FP – inhibitors of Tn6 peptide binding to human fibrin DD(E) | Fibrin DD(E) TRITC-Tn6 fluorescence polarization displacement | inhibition, % at 8.3 µM | P02675 | AID 720509 | 0.21% of 370,000 active;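 active means inhibition above a per-campaign cutoff: mean of compounds within control limits plus 3 SD, cut at about 15% in these data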;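 further: 0% = median of all compound wells on the plate and 100% = blocking peptide control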
# Target sequence (P02675 whole entry, looked up): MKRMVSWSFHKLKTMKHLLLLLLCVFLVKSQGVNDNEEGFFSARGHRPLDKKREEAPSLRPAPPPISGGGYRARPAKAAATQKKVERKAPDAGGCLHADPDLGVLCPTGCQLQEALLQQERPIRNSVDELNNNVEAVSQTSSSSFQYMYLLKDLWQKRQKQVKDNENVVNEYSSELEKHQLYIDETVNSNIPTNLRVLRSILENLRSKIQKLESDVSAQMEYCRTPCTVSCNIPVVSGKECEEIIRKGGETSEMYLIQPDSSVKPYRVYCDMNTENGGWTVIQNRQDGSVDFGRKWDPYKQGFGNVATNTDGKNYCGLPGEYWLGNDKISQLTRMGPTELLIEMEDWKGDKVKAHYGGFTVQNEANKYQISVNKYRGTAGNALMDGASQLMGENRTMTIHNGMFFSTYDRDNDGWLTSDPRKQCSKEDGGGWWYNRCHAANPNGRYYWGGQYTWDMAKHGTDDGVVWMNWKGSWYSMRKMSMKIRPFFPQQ
# GC-B act – GC-B (human) receptor activation. P20594. HEK293-GC-B cells, CNP EC30, cGMP TR-FRET; 0% at EC30 CNP, 100% saturating CNP. activation, % at 10 µM. 0.11% of 370,000 active;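 active means activation at 10 µM reaching about 35% in either raw or pattern-adjusted values, limit read from the data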
# ADAM10 inh – inhibits human ADAM10. O14672. recombinant ADAM10, EDANS/DABCYL FRET peptide cleavage, 3 h. inhibition, % at 7 µM. 0.62% of 370,000 active. AID 720582;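 active means inhibition above a per-campaign cutoff equal to the mean of compounds falling between control-based bounds plus 3 SD, cut at about 20% in these data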;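 further: 0% = DMSO wells while the 100% control is not disclosed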
# rCAG RNA binder – binds r(CAG) RNA repeats; inhibition, % at 3 µM; r(CAG) RNA repeat, TO-PRO-1 dye displacement fluorescence; 1.3% of 370,000 active;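 active means inhibition above the plate cutoff, the mean of all test compounds on that plate plus 3 SD, cut at about 35% in these data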;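 further: 0% = DMSO alone and 100% = 100 µM mitoxantrone as full dye displacement; higher means more dye released from RNA so lower well fluorescence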
# ASAP1 inh – blocks human ASAP1-stimulated Arf1 GTP hydrolysis | inhibition, % at 16.5 µM | Q9ULH1 | GDP FP detection | 0.19% of 360,000 active; in the data active means inhibition above about 25%;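 further: 0% = vehicle with enzyme and substrate and 100% = no enzyme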
# GC-A act – GC-A (human) enzyme activation; HEK293 GC-A cells, cGMP TR-FRET, EC30 ANP; 0% at EC30 ANP, 100% saturating ANP; activation, % at 10 µM; P16066; 0.14% of 370,000 active; AID 1671463; in the data active means activation above about 40%
# HGIII-sPLA2 inh – Blocks human group III sPLA2 activity. Q9NZ20. QFRET BODIPY PC-A2 liposome hydrolysis, fluorescence. inhibition, % at 12.2 µM. 0.56% of 370,000 active. AID 743126;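 active means inhibition above mean plus 3 SD of compounds lying within the high and low control bounds, cut at about 19% in these data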;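 further: 0% = median of test compound wells and 100% = no enzyme DMSO wells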
# Target sequence (Q9NZ20 whole entry, looked up): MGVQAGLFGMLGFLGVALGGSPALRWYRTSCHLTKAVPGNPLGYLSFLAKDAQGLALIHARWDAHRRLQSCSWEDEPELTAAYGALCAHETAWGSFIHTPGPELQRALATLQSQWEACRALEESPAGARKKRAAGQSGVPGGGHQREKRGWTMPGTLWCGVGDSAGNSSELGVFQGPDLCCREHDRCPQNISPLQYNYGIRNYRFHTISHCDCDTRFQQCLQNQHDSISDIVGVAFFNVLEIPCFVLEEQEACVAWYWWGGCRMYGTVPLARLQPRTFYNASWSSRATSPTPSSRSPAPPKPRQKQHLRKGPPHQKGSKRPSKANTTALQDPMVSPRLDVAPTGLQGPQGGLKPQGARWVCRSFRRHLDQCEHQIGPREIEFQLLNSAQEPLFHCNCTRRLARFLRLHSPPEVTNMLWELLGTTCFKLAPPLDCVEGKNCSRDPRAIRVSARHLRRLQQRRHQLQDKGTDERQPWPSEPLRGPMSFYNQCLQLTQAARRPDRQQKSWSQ
# * = called active by the depositor; . = not tested or not shown.
# Below each compound – proKLK7 act	ARFGAP1 inh	FXN GAA850 act	Tn6 DDE FP	GC-B act	ADAM10 inh	rCAG RNA binder	ASAP1 inh	GC-A act	HGIII-sPLA2 inh
> CN(Cc1cccnc1)C(=O)Cc1ccc(NS(=O)(=O)c2cccc(C(F)(F)F)c2)cc1
  0.3	-4	-0.7	5	-1	3	1	2	4	-12
> CC1(C)CC(=O)N(CC(=O)N2CCN(c3cccc(C(F)(F)F)c3)CC2)c2ccccc2S1(=O)=O
  0.2	.	.	-4	-5	-10	3	.	4	6
> CCN(Cc1ccccc1)C(=O)Cn1c(=O)oc2ccccc21
  -0.4	1	1.9	4	3	-4	-3	4	-2	-1
> CS(=O)(=O)Nc1nnc(SCC(=O)N(c2ccccc2)c2ccccc2)s1
  -0.2	-1	1.9	-3	0	3	13	-8	3	-8
> CCCc1c(C)c2cccc(C)c2[nH]c1=O
  -0.3	0	2.3	5	-1	-23	0	-19	3	6
> COc1ccc(N(Cc2cc3cc(OC)ccc3[nH]c2=O)S(C)(=O)=O)cc1
  1.7	5	0.4	-7	-11	-319	1	7	-17	-3
> CC(C)Nc1nc(Nc2ccc(C#N)cc2)c2sccc2n1
  2.2	11	0.3	-1	8	-90	1	-8	7	-7
> CC1(c2cccc(Br)c2)NC(=O)NC1=O (configuration not stated)
  -0.1	10	-1.9	-3	-1	-4	-2	15	2	-2
> O=C(NCC1COc2ccccc2O1)C1CCN(S(=O)(=O)c2ccc(Cl)cc2)CC1 (configuration not stated)
  0.2	8	-0.7	1	-4	4	1	-12	-5	-17
> O=C(CSc1nnc(-c2cccs2)n1-c1ccccc1)NCc1ccco1
  0.1	1	1.4	-1	-9	0	-4	6	-6	-1
> FC(F)(F)c1cc(-c2ccccc2)nc(NCc2cccs2)n1
  -0.8	23	4.2	5	3	-18	0	10	5	-8
> CC(C)(C)N1CC(C(=O)Nc2ccc(C(N)=O)cc2)CC1=O (configuration not stated)
  -0.3	9	-1.0	2	-2	7	1	-11	3	-4
> CCCN(CCC)c1nc(Cl)nc(NCCN2CCOCC2)n1
  0.1	6	2.8	-5	-1	-5	-7	9	1	6
> CCCCCn1c(=O)c(Cc2ccccc2)c(O)c2ccccc21
  1.4	-5	-0.5	3	6	-11	2	1	3	-5
> Cc1n[nH]c(=S)n1-c1cccc(Cl)c1
  0.0	-1	0.7	1	6	0	3	11	-2	8
> O=C(Cn1c(NCCO)nc2ccccc21)c1ccc([N+](=O)[O-])cc1
  -0.3	1	2.7	8	-1	3	4	8	0	-34
> CC(=O)OC1CC(n2ccc(NC(=O)c3ccccc3)nc2=O)OC1CO (configuration not stated)
  0.4	9	1.4	-4	7	3	4	-7	2	6
> N#Cc1cc2c(nc1SCc1ccccc1)CCCCC2
  0.8	-3	1.7	12	5	2	-2	4	-1	-5
> Cc1ccnc(-n2sc3ccccc3c2=O)n1
  -0.2	8	-2.4	-5	7	-4	5	6	4	2
> CCCCn1nnnc1C(c1cc2ccccc2o1)N(C)Cc1ccc(Cl)cc1 (configuration not stated)
  0.3	-5	.	3	2	-2	5	4	-6	-7
> Cc1cccc(NC(=O)C2CCN(c3nccc(C)n3)CC2)c1
  0.4	-4	-3.2	6	1	-20	-4	1	1	3
> Cc1ccc(C(=O)NCCN2CCOCC2)c(Cl)c1
  1.6	3	1.5	-4	-4	-10	-5	-14	0	1
> CCC(C)CN1C(=O)CSCC1(C)C(=O)Nc1c(C)cccc1C (configuration not stated)
  0.0	2	.	2	2	-9	1	-11	2	4
> Cc1nc(CCNC(=O)COc2ccccc2)cs1
  0.3	-9	0.8	-3	1	4	4	0	3	3
> Nc1nnnn1/N=C/c1cc(Cl)cc(Cl)c1OCc1ccc(Cl)cc1Cl
  0.2	-8	-0.6	0	-5	-2	1	7	-1	5
> O=C(NCc1ccccc1)C(c1ccco1)N(C(=O)c1csnn1)C1CC1 (configuration not stated)
  -1.1	12	-1.7	0	-7	5	1	7	-2	0
> COc1ccc(OC)c(NC(=O)Cn2c(-c3ccc(Cl)cc3)noc2=O)c1
  -0.1	-3	-3.7	4	-19	-2	4	1	-22	-15
> COc1ccc(C(=O)Nc2c3c(nn2-c2cccc(Cl)c2)CS(=O)C3)cc1 (configuration not stated)
  0.4	-1	-1.0	4	-4	-4	-6	17	-2	3
> O=C(COC(=O)c1cncc(Br)c1)NCc1ccccc1
  -0.1	-6	0.5	2	-1	-12	0	-16	0	1
> COc1ccc(Oc2nc(-c3ccccn3)ncc2OC)cc1
  1.0	1	1.3	2	-2	-15	-5	-2	5	5
> O=C1OC(Sc2ccccc2)(c2ccccc2)c2ccccc21 (configuration not stated)
  0.1	9	-1.1	-3	0	7	4	-3	-6	-8
> CCOc1ccc(Br)cc1S(=O)(=O)Nc1cccnc1
  -0.2	4	0.8	3	1	6	0	2	2	0
> CCOC(=O)[C@]12CCCC=C1N(Cc1ccc(OC)cc1)C(=O)[C@@H]2CC(=O)NCc1ccc(C)o1
  0.3	.	.	-3	4	9	0	.	-4	-14
> CCOc1ccc(NC(=O)CCC(=O)NNC(=O)c2ccccc2Cl)cc1
  -0.1	3	-1.1	2	0	-11	-5	-2	3	2
> COCC1CCN(Cc2cn[nH]c2-c2ccc(OC)c(F)c2)C1 (configuration not stated)
  0.3	3	1.0	-10	-3	6	-2	14	-3	-9
> CCOC(=O)C1(C)/C(=N/Nc2cccc(Cl)c2)C(=O)C(=O)N1c1ccccc1 (configuration not stated)
  0.2	1	0.5	-8	0	-1	8	-8	-4	-2
> CSc1ccccc1NC(=O)Cn1nc([N+](=O)[O-])cc1C
  0.1	1	1.3	7	2	6	0	-4	-1	1
> CS(=O)(=O)N1N=C(c2ccco2)CC1c1cccc([N+](=O)[O-])c1 (configuration not stated)
  0.4	2	1.4	-1	3	-6	-1	-9	1	3
> CN1CCN(CC(=O)n2c3c(c4ccccc42)CCCC3)CC1
  0.4	9	1.5	-1	-4	-7	-3	3	-5	0
> O=C(COC(=O)c1nc(Cl)ccc1Cl)NCc1cccs1
  0.3	1	2.4	9	-7	-10	3	-3	-1	10
> COC(=O)[C@]12C[C@H](CC(=O)NCCCCc3ccccc3)C(=O)N(CCC3=CCCCC3)C1=C[C@H](COCc1ccccc1)O[C@@H]2C
  -0.1	-1	.	-8	2	-4	7	11	-1	-12
> COc1cc(CN2CCN(C(=O)c3ccccc3F)CC2)cc(OC)c1OC
  0.2	10	2.7	2	-3	-1	12	-16	-1	-3
> CCCCNC(=O)c1ccccc1C(=O)NC1(C(=O)NCCCC)CCCC1
  -0.5	2	-1.8	-6	0	7	4	-6	-2	-3
> Cc1ccccc1OCC(=O)NNC(=O)Cn1[nH]c(=O)c2ccccc2c1=O
  0.0	3	1.7	-2	-4	-21	1	-1	-1	5
> Cc1cc(NC(=O)c2ccc(Cl)cc2)n(CCOC(=O)c2ccc(Cl)cc2)n1
  -0.4	3	-0.1	6	-1	7	4	2	-3	-19
> O=C(CCNC(=O)c1ccco1)Nc1ccccc1
  -0.2	4	-1.3	10	3	-48	2	8	6	5
> O=c1c(O)cccc2cc(O)c(O)c(O)c12
  9.5	-4	4.0	-2	-3	-1	51*	0	-3	-9
> CC(C)c1nnc(NC(=O)c2cc3cc(Br)ccc3oc2=O)s1
  -0.1	4	0.4	-3	-1	-3	4	9	6	-2
> O=C(NCCCn1ccnc1)c1cccnc1
  -0.3	-8	1.1	-1	7	1	3	-5	2	1
> CC(=O)Nc1ccc(NC(=O)C(C)OC(=O)CNS(=O)(=O)c2cccc(Cl)c2)cc1 (configuration not stated)
  0.1	5	1.7	3	-1	1	-1	-2	1	4
> CCOc1ncccc1C(=O)NCc1ccccc1F
  -0.1	-1	4.5	10	2	5	-3	-2	0	0
> O=C(CN1CCN(c2ccccc2F)CC1)NCc1ccc(Cl)cc1
  0.0	7	-0.5	4	1	-3	-10	-11	-4	2
> Cc1ccccc1C(=O)NC(=S)NCc1ccccc1
  0.1	6	0.1	2	-1	1	-2	-2	8	9
> CCN(CC)C(=O)Cn1cc(C(=O)C(=O)N2CCN(c3ccc([N+](=O)[O-])cc3)CC2)c2ccccc21
  -0.5	5	-3.9	-1	-5	11	4	-10	-1	-18
> Cc1cccc(C)c1NC(=O)Cn1nnc(-c2ccncc2)n1
  -0.7	.	.	10	-3	-9	1	.	2	3
> CCN1CCN(c2ncc(C(=O)N3CCCc4ccccc43)c3ccccc23)CC1
  0.0	2	0.0	0	-2	8	-6	7	-5	1
> CCOc1ccc(-n2c(SCC(N)=O)nnc2-c2cccnc2)cc1
  0.0	6	0.0	2	1	0	3	-2	2	7
> CN(C(=O)COC(=O)COc1ccccc1F)C1CCS(=O)(=O)C1 (configuration not stated)
  -0.2	-1	1.4	-4	5	-6	-1	3	-6	-4
> CCCCSc1cc(=O)n(-c2ccccc2)nc1C(=O)OCC
  -0.2	-1	1.8	10	-6	4	-2	-5	-4	2
> CC(=O)Nc1sc(-c2ccc(Cl)cc2)nc1-c1ccccc1
  -0.3	-3	2.0	-4	-6	-22	-2	-8	5	9

# Shown field by field: part of the list above.
mol: Cc1cccc(C)c1NC(=O)Cn1nnc(-c2ccncc2)n1
  proKLK7 act = -0.7
  ARFGAP1 inh = .
  FXN GAA850 act = .
  Tn6 DDE FP = 10
  GC-B act = -3
  ADAM10 inh = -9
  rCAG RNA binder = 1
  ASAP1 inh = .
  GC-A act = 2
  HGIII-sPLA2 inh = 3
mol: CCN1CCN(c2ncc(C(=O)N3CCCc4ccccc43)c3ccccc23)CC1
  proKLK7 act = 0.0
  ARFGAP1 inh = 2
  FXN GAA850 act = 0.0
  Tn6 DDE FP = 0
  GC-B act = -2
  ADAM10 inh = 8
  rCAG RNA binder = -6
  ASAP1 inh = 7
  GC-A act = -5
  HGIII-sPLA2 inh = 1

# Additional entries follow:
# Below each compound – proKLK7 act	ARFGAP1 inh	FXN GAA850 act	Tn6 DDE FP	GC-B act	ADAM10 inh	rCAG RNA binder	ASAP1 inh	GC-A act	HGIII-sPLA2 inh
> COc1ccc(/C=C\c2cc(OC)c(OC)cc2CC[N+](C)(C)C)cc1OC
  0.7	2	2.1	-5	3	-230	-5	-13	-14	7
> O=C(COC(=O)C1CC1)Nc1ccc2[nH]c(=O)[nH]c2c1
  0.1	-5	1.1	-6	0	-5	1	-8	-3	19
> FC(F)(F)c1cc(CCN2C(=S)NC[C@@H]2Cc2ccccc2)cc(C(F)(F)F)c1
  0.3	15	0.1	4	-3	27*	-1	-6	-3	13
> Cc1ccc(C)c(-n2nnnc2SCC(=O)c2c(N)n(C)c(=O)n(C)c2=O)c1
  0.2	-3	.	-4	-2	-1	-1	4	-2	-2
> COc1ccccc1C(=O)NCC(=O)OCC(=O)Nc1cccc(S(=O)(=O)N2CCCCCC2)c1
  -0.5	5	0.1	-4	0	11	2	21	-1	-10
> Nc1c2c(nc3ccccc13)N(C1CCCCC1)CC2
  11	6	2.8	-9	-4	-468	7	-16	-1	-26
> COC(=O)C1=C(C)NC2=C(C(=O)CC(C)(C)C2)C1c1cnn(C)c1C (configuration not stated)
  9.8	2	0.5	-10	5	-495	-6	20	3	21*
> Cc1cc(C)cc(NC(=O)Nc2ccc3c(c2)N(C)C(=O)CS3)c1
  -0.4	-10	-1.9	-5	-7	-8	14	0	-12	-5
> CCCc1cn(-c2ccc3c(c2)[C@@]2(CC(=O)N(C)C2c2ccccc2)C(=O)N3CC(C)C)nn1 (some centres not stated)
  -0.3	.	.	4	5	-3	0	.	0	0
